IDE inh = human IDE inhibitors in live cells, primary screen, fluorescence polarization, HEK cells, FAbetaB substrate | FAbetaB cleavage | inhibition, % at 5.59 µM | Insulin-degrading enzyme (Homo sapiens), P14735 | hit rate 0.41% among 320,000;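 active means percent inhibition above the average of all tested compounds plus 3 SD, set per screening campaign, cut at about 16% in these data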;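 further: IDE supplied by intact live HEK cells; FP after avidin binding of uncleaved biotin substrate so inhibition keeps polarization high; 0% = DMSO wells and 100% = 60 µM reference IDE inhibitor Ii1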
UBC9 SUMO inh = inhibitors of in vitro SUMOylation cascade, primary screen, biochemical, HTRF, uHTS | SUMO-conjugating enzyme UBC9 (Homo sapiens), P63279 | HTRF SUMOylation assay, SAE1/SAE2 + UBC9 | hit rate 0.36% among 290,000 | inhibition, % at 35 µM; in the data active means inhibition above about 50%, passing the limit was not always enough; further: strong numbers were not always called active
Target sequence (P63279 whole entry, looked up): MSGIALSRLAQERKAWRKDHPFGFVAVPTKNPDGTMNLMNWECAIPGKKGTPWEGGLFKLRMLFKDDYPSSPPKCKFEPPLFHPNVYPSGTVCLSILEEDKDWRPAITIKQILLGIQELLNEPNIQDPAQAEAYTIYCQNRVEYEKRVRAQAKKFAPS
p-CIP stab down = p/CIP-EGFP fusion destabilizers, primary screen, fluorescence, F442A cells. hit rate 0.01% among 290,000. 16 h. Q05BA5. decrease of EGFP signal, % at 10 µM;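 active means EGFP signal decrease of at least 30% at 10 µM or well 3 SD below plate mean, unless failing retest; inactive means the rest, including hits failing retest or dose response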; further: some compounds called inactive have numbers as strong as hits; many of its hits are not listed in these tables
MEKK2wt PB1 HTS = modulators of MEK5 binding to wildtype MEKK2, primary screen, biochemical, multiplex bead flow cytometry, Alexa488-MEK5. AID 1531, 2009. Alexa488-MEK5 binding to MEKK2 WT; actives lie on both sides. Mitogen-activated protein kinase kinase kinase 2 (Homo sapiens), Q9Y2U5. hit rate 1.1% among 290,000. binding response (% of control), % at 10 µM; in the data active means binding response below about 67% or above about 130%
MEKK3 PB1 HTS = modulators of MEKK3-MEK5 PB1 binding, primary screen, biochemical, wildtype MEKK3, multiplex bead flow cytometry, Alexa488-MEK5; AID 1529, 2009; Mitogen-activated protein kinase kinase kinase 3 (Homo sapiens), Q99759; binding response (% of control), % at 10 µM; bead-based flow cytometry, Alexa488-MEK5 binding to MEKK3; actives lie on both sides; 0 = blocked by unlabeled MEK5, 100 = vehicle; hit rate 1.4% among 290,000;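 active means binding response more than 3 SD above or below the average of its plate-row segment, actives on both sides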;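 further: Alexa488 bead fluorescence after subtracting the streptavidin-only scavenger bead signal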
Target sequence (Q99759 whole entry, looked up): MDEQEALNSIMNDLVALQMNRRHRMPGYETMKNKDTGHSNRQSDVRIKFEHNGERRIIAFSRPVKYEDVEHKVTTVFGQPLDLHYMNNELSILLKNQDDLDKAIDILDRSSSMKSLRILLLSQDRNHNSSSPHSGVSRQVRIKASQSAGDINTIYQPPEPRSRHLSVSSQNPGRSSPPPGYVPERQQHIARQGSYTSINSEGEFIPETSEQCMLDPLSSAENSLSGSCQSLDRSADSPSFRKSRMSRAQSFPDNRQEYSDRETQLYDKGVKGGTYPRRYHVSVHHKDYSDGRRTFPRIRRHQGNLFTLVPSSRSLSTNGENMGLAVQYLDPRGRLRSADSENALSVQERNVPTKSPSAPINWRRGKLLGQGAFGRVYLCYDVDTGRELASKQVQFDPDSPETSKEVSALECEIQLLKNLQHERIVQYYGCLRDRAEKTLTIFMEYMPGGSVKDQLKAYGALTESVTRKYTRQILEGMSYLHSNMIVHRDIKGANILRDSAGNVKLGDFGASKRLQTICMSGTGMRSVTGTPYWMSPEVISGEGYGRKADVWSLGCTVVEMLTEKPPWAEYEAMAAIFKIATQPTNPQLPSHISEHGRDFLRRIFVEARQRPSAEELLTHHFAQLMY
MEKK2 mut-MEK5 = MEK5 binding signal on mutant MEKK2 PB1, primary screen, biochemical, multiplex bead flow cytometry, Alexa488-MEK5 | Alexa488-MEK5 binding to MEKK2 mutant | percent response, % at 10 µM | hit rate 0.35% among 290,000; in the data active means percent response above about 24%, passing the limit was not always enough; further: inactives centre near 1; some results filed as inactive read as strong as hits; reference of the scale not given here
NALP1 yeast inh = NALP1 inflammasome inhibitors in reconstituted yeast, colorimetric, S. cerevisiae, triplicate retest; S. cerevisiae NALP1/ASC/caspase-1 growth, X-gal OD620, 72 h; inhibition, % at 10 µM; hit rate 0.61% among 280,000; in the data active means inhibition mostly above about 24%, no sharp cut-off; inactive means mostly below about 32%; further: some compounds called inactive have numbers as strong as hits
IDE act = human IDE activators in live cells, primary screen, fluorescence polarization, HEK cells, FAbeta-B substrate; hit rate 0.073% among 340,000; Insulin-degrading enzyme (Homo sapiens), P14735; activation, % at 5.96 µM; FAbeta-B cleavage; 0% vehicle, 100% cell-free pure enzyme wells;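 active means activation above the mean of all tested compounds plus 3 SD, set per screening campaign, cut at about 17% in these data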
PfM18AAP inh = PfM18AAP inhibitors, malaria aminopeptidase, primary screen, biochemical, QFRET, recombinant enzyme. M18 aspartyl aminopeptidase (Plasmodium falciparum 3D7). H-Glu-NHMec fluorogenic cleavage. inhibition, % at 7.35 µM. hit rate 1.2% among 290,000. AID 1822, 2009;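 active means inhibition above the campaign mean inhibition over all tested compounds plus 3 SD, cut at about 28% in these data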;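 further: 0% = plate median of test compound wells and 100% = 2 mM ZnCl2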
Numbers without * were called inactive; x = not tested or not shown. Only part of the results is shown, so the mix of outcomes need not match the whole.

nr	structure	p-CIP stab down	MEKK2wt PB1 HTS	MEKK3 PB1 HTS	PfM18AAP inh	UBC9 SUMO inh	IDE act	NALP1 yeast inh	MEKK2 mut-MEK5	IDE inh
1	Cc1csc(NC(=O)CSc2nc3[nH]ncc3c(=O)[nH]2)n1	6	100	103	24	-3	3	14	-2	-7
2	CN(C[C@H](Cc1ccccc1)N(C[C@H](Cc1ccccc1)N(CCC(C)(C)C)N=O)N=O)N=O	-10	98	83	-6	-16	3	2	-2	-1
3	CC(C)c1ccc(NC(=O)COC(=O)/C=C/c2cccc([N+](=O)[O-])c2)cc1	7	96	104	2	-7	2	20	-1	-1
4	O=C(CSc1nc(O)cc(=O)n1-c1ccccc1)N1CCCCC1	4	104	101	7	6	-2	10	3	x
5	CC(=O)c1c(C)[nH]c(C(=O)COC(=O)c2cc(S(=O)(=O)N(C)c3ccccc3)ccc2Cl)c1C	2	95	95	0	-17	0	32	-2	1
6	CC(C)NC(=O)COC(=O)c1ccccc1CSC1=NCCS1	-6	99	100	-2	-6	-1	11	-3	-2
7	CCOc1ccc(-n2c(SCc3cc(=O)oc4cc(C)ccc34)nnc2-c2cccnc2)cc1	6	94	73	7	-10	-7	x	-1	6
8	O=C(O)COc1ccc(-c2nnn(CC(=O)O)n2)cc1	-4	101	96	8	5	0	x	-1	-2
9	COc1ccc(N/C(N)=N/c2nc(CSc3ccc(C)cc3)cc(=O)[nH]2)cc1	-21	108	103	1	15	5	3	7	-4
10	Cc1ccc(S(=O)(=O)c2c(N)n(CCN3CCOCC3)c3nc4ccccc4nc23)cc1C	4	103	103	-13	-20	-3	12	2	-1
11	COc1ccc(N2CC(C(=O)N3CCN(Cc4ccc5c(c4)OCO5)CC3)CC2=O)cc1 (stereo not drawn)	-27	100	102	-6	0	3	4	2	-10
12	CC1(C)Cc2c(sc3nc(-c4cccs4)n(N)c(=O)c23)CO1	-19	103	105	-4	14	2	0	3	6
13	COc1ccc(-n2c3c(cc(C(=O)Nc4ccc(C)cc4)c2=O)C(=O)CCC3)cc1	x	100	100	-7	x	4	x	-1	4
14	COc1ccc(N2C(=O)C3C4C=CC(C5CC45)C3C2=O)c([N+](=O)[O-])c1 (stereo not drawn)	-14	100	107	-6	32	-2	-1	7	-4
15	CCOc1ccc(-c2nc(C#N)c(NC3CC3)o2)cc1	-1	102	99	2	14	2	22	4	5
16	CCCN1CCC(NC(=S)Nc2ccc(OC)c(OC)c2)CC1	-6	94	90	-4	4	-2	-1	-6	2
17	Cc1cc(OCC(=O)N2CCC(O)(c3ccc(Cl)cc3)CC2)c2c(C)cc(=O)oc2c1	2	102	99	-6	2	8	3	2	7
18	O=C(Nc1ccc(Oc2ccccc2)cc1)C1CCN(c2ncccn2)CC1	-8	89	99	-3	21	-1	17	0	1
19	CC(=O)c1cccc(NC(=O)C2CCN(C(=O)c3ccc([N+](=O)[O-])cc3)CC2)c1	-11	101	113	4	-8	3	0	-6	1
20	CCOC(=O)c1c(C)[nH]c(C)c1S(=O)(=O)N(C)CC(=O)NCc1ccc(C)cc1	3	109	100	0	-8	8	-11	3	1
21	Cc1ccc(C(=O)Nc2ccc(S(=O)(=O)N3CCCC3)cc2)o1	-6	105	103	4	9	-3	13	8	1
22	COC(=O)NNC(=O)COc1ccccc1C	8	98	98	-1	-8	3	21	-3	2
23	CC(C)(C)c1nnc(NC(=O)CCn2cnc3ccccc3c2=O)s1	-16	107	103	2	10	-2	2	-1	1
24	Cc1ccc(Cl)cc1NC(=O)C1CCN(S(C)(=O)=O)CC1	0	88	95	-11	-14	x	1	-45	4
25	N#CCC(=O)N/N=C/c1ccc(Sc2nc3ccccc3s2)o1	-14	105	107	41*	4	0	-6	2	2

Structural class: those above with a tert-butyl group.
nr	structure	p-CIP stab down	MEKK2wt PB1 HTS	MEKK3 PB1 HTS	PfM18AAP inh	UBC9 SUMO inh	IDE act	NALP1 yeast inh	MEKK2 mut-MEK5	IDE inh
2	CN(C[C@H](Cc1ccccc1)N(C[C@H](Cc1ccccc1)N(CCC(C)(C)C)N=O)N=O)N=O	-10	98	83	-6	-16	3	2	-2	-1
23	CC(C)(C)c1nnc(NC(=O)CCn2cnc3ccccc3c2=O)s1	-16	107	103	2	10	-2	2	-1	1

Shown as a hit in PfM18AAP inh, of those listed so far:
nr	structure	p-CIP stab down	MEKK2wt PB1 HTS	MEKK3 PB1 HTS	PfM18AAP inh	UBC9 SUMO inh	IDE act	NALP1 yeast inh	MEKK2 mut-MEK5	IDE inh
25	N#CCC(=O)N/N=C/c1ccc(Sc2nc3ccccc3s2)o1	-14	105	107	41*	4	0	-6	2	2

Continued.
nr	structure	p-CIP stab down	MEKK2wt PB1 HTS	MEKK3 PB1 HTS	PfM18AAP inh	UBC9 SUMO inh	IDE act	NALP1 yeast inh	MEKK2 mut-MEK5	IDE inh
26	CC(NC(=O)c1cccc(C(F)(F)F)c1)C1CCCO1 (stereo not drawn)	-5	105	100	-10	4	-1	-3	3	7
27	CCOC(=O)c1c(NC(=O)CCCN2CCOCC2)sc2c1CC(C)(C)OC2	0	116	115	-12	23	2	9	6	8
28	CCCC(=O)Nc1ccc2c(c1)C(=O)N(CCC(=O)O)C2=O	-1	107	111	-2	50	1	-13	7	1
29	Cn1c(=O)c2[nH]c(CN(Cc3ccccc3)Cc3ccccc3)nc2n(C)c1=O	-14	x	x	2	11	2	2	x	-4
30	CCC(C)[C@H](NC(=O)NCc1ccc(S(N)(=O)=O)cc1)C(=O)O (stereo partly drawn)	-2	99	101	-1	4	12	-1	-1	1
31	Cc1ccc2nsnc2c1NC(=O)COc1ccccc1F	-5	95	94	0	25	-1	8	-5	-1
32	COc1cc(C2NC(=S)NC(c3ccccc3)=C2C(C)=O)cc(Br)c1OCC(N)=O (stereo not drawn)	-8	84	92	6	20	-9	20	-11	1
33	C=C(C)CSc1nc2ncccc2[nH]1	-6	92	83	-1	14	-3	12	-10	4
34	COc1cc(C)ccc1OCCOCCOc1cc(C)c(C)cc1Br	-14	106	134*	-11	-1	3	35	0	-2
35	Clc1cccc(Cl)c1-c1nnc2ccc(N3CCOCC3)nn12	-10	103	103	8	3	1	34	4	2
36	COc1ccc(CN2CCN(C(=O)CC(C)C)CC2)cc1	0	92	89	-13	15	2	16	-4	0
37	COc1ccc(-c2nn(-c3ccccc3F)cc2CNCCn2nc(C)cc2C)cc1	1	94	95	-3	-22	0	4	-12	3
38	COc1ccc(OCc2ccc(C(=O)N3CCOCC3)cc2)cc1	-8	108	110	-2	-41	5	14	-1	5
39	Cc1cc(-c2csc3nc[nH]c(=S)c23)cc(C)c1C	20	98	104	1	0	-14	2	-2	6
40	C/C(=C\CNc1ncnc2nc[nH]c12)CO	x	102	99	x	x	2	x	2	2
41	O=C(O)CNC(=O)c1ccc(S(=O)(=O)N2CCOCC2)cc1	-6	100	103	-1	5	0	1	-3	5
42	COc1ccc(NC(=O)C(C)N2CCN(C)CC2)cc1 (stereo not drawn)	-12	93	93	2	9	0	17	-3	3
43	CC1(C)N([O-])C2=C(CCCC2)[N+]1=O	-4	105	108	-4	18	7	4	1	x
44	Cc1ccc(OCC(=O)NCc2ccc3c(c2)OCO3)c([N+](=O)[O-])n1	-1	85	90	-5	1	-2	9	-9	3
45	CNC(=O)c1c(NC(=O)c2ccco2)sc2c1CCCC2	7	101	102	5	20	-2	26	-1	-1
46	CCCC1=Nc2cc(C(=O)NCCN3CCCC3)ccc2Sc2ccccc21	-10	142*	107	11	-6	-1	18	21	0
47	COc1ccc(S(=O)(=O)N(CCCN2CCOCC2)Cc2ccc(OC)c(OC)c2)cc1	-17	103	101	0	26	4	7	2	7
48	COc1cccc(C2C(C#N)=C(N)Oc3c2oc(CO)cc3=O)c1 (stereo not drawn)	-6	107	107	7	6	-1	4	5	-6
49	NC(=O)c1ccc(N2CCN(S(=O)(=O)c3ccccc3)CC2)c([N+](=O)[O-])c1	-7	108	106	-3	16	0	4	0	-3
50	Cn1c(=O)n(C)c2cc(/C=N/NC(=O)c3cccc(Br)c3)ccc21	-1	108	100	3	2	-6	30	2	2

Exported screen by screen: entries from further up.
34) COc1cc(C)ccc1OCCOCCOc1cc(C)c(C)cc1Br
50) Cn1c(=O)n(C)c2cc(/C=N/NC(=O)c3cccc(Br)c3)ccc21
37) COc1ccc(-c2nn(-c3ccccc3F)cc2CNCCn2nc(C)cc2C)cc1
31) Cc1ccc2nsnc2c1NC(=O)COc1ccccc1F

| Assay by compound | 34 | 50 | 37 | 31 |
| --- | --- | --- | --- | --- |
| p-CIP stab down | -14 | -1 | 1 | -5 |
| MEKK2wt PB1 HTS | 106 | 108 | 94 | 95 |
| MEKK3 PB1 HTS | 134* | 100 | 95 | 94 |
| PfM18AAP inh | -11 | 3 | -3 | 0 |
| UBC9 SUMO inh | -1 | 2 | -22 | 25 |
| IDE act | 3 | -6 | 0 | -1 |
| NALP1 yeast inh | 35 | 30 | 4 | 8 |
| MEKK2 mut-MEK5 | 0 | 2 | -12 | -5 |
| IDE inh | -2 | 2 | 3 | -1 |

3 of the entries above in order of their number in p-CIP stab down, largest number first:
| nr | Molecule | p-CIP stab down | MEKK2wt PB1 HTS | MEKK3 PB1 HTS | PfM18AAP inh | UBC9 SUMO inh | IDE act | NALP1 yeast inh | MEKK2 mut-MEK5 | IDE inh |
| --- | --- | --- | --- | --- | --- | --- | --- | --- | --- | --- |
| 27 | CCOC(=O)c1c(NC(=O)CCCN2CCOCC2)sc2c1CC(C)(C)OC2 | 0 | 116 | 115 | -12 | 23 | 2 | 9 | 6 | 8 |
| 50 | Cn1c(=O)n(C)c2cc(/C=N/NC(=O)c3cccc(Br)c3)ccc21 | -1 | 108 | 100 | 3 | 2 | -6 | 30 | 2 | 2 |
| 31 | Cc1ccc2nsnc2c1NC(=O)COc1ccccc1F | -5 | 95 | 94 | 0 | 25 | -1 | 8 | -5 | -1 |
